Growth percent in the NCI-60 one-dose screen (48 h, 10 µM unless noted): 100 = growth as untreated, 0 = no growth, -100 = all killed.
SK-MEL-28: SK-MEL-28 melanoma; 81,000 tested, 4.1% active
UACC-257: UACC-257 melanoma | 78,000 tested, 4.4% active | AID 1794764
SK-MEL-2: SK-MEL-2 melanoma. AID 1794763. 77,000 tested, 4.7% active
SK-MEL-5: SK-MEL-5 melanoma; 80,000 tested, 6.4% active; AID 1794755
MALME-3M: MALME-3M melanoma; AID 1794766; 78,000 tested, 5.8% active
LOX IMVI: LOX IMVI melanoma; 79,000 tested, 7.4% active
UACC-62: UACC-62 melanoma. 81,000 tested, 5.4% active. AID 1794756
HS 578T: HS 578T breast cancer. 78,000 tested, 4.1% active
Active calls of the source: *; · = no result given; ! = not active in a repeat. How the source made its calls: active means growth percent below 10; inactive means the rest.

SMILES | SK-MEL-28 | UACC-257 | SK-MEL-2 | SK-MEL-5 | MALME-3M | LOX IMVI | UACC-62 | HS 578T
O=C(Nc1ccccc1)Nc1ncnc2sc(-c3ccccc3)c(-c3ccccc3)c12 | 100 | 82 | 95 | 76 | 78 | 99 | 100 | 66
COc1cc(-c2csc(NC(=O)c3cccc(Cl)n3)n2)cc(OC)c1OC | 105 | · | 110 | 93 | 93 | 99 | 108 | 108
CCCCCCN1C(=O)C2(NCc3c(nc4c(c(C)nn4-c4ccccc4)c3-c3ccc(Cl)cc3)N2)c2ccccc21 (configuration not stated) | 93 | 100 | 114 | 99 | 91 | 95 | 95 | 72
CCc1ccc(N=C2c3ccccc3-c3ccc([N+](=O)[O-])cc32)cc1 | 95 | · | 105 | 94 | 106 | 97 | 86 | 102
Nc1ccc(-c2nnc3n2N=CC(c2ccc(O)cc2)S3)cc1 (configuration not stated) | 100 | 105 | 93 | 93 | 95 | 88 | 95 | 91
NC(Cc1csc2ccccc12)C(=O)O (configuration not stated) | 100 | 92 | 101 | 98 | 84 | 90 | 91 | 99
CN(Cc1ccccc1)Cc1ccccc1C(O)c1ccccc1 (configuration not stated) | 103 | 102 | 88 | 101 | · | 84 | 84 | 117
Cc1nc2ncccc2nc1Nc1ccc(S(=O)(=O)N=C(N)N)cc1 | 101 | 117 | 114 | 105 | 100 | 91 | 87 | 87
Nc1nc(S)cc(=O)[nH]1 | 111 | 100 | 111 | 108 | 102 | 96 | 101 | 107
NC(=S)n1c(=O)n(-c2cccc(C(F)(F)F)c2)c(=O)c2cc(-c3ccc(F)cc3F)ccc21 | 23 | -7.0* | -29* | -57* | -17* | -47* | -3.3* | -2.1*
O=c1n(CCCCn2cnn(-c3ccccc3)c2=O)cnn1-c1ccccc1 | 103 | 102 | 113 | 105 | 102 | · | 86 | 100
CC(C)Oc1ccc2cc(-c3nn(CC4CCNCC4)c4ncnc(N)c34)ccc2c1 | -86*! | -82* | 100 | -94*! | -77*! | -80*! | -65* | -8.8*!
CCOC(=O)CC1CSC(N/N=C/c2ccc(Cl)cc2)=N1 (configuration not stated) | 109 | 84 | 94 | 104 | 106 | 103 | 106 | 110
CC(C)C[C@H](NC(=O)Cn1ccc(NCc2ccccc2)cc1=O)B(O)O | 27 | -3.0* | -6.7* | -9.8* | -21* | -66* | 4.0* | 8.7*
CC(C)(C)n1cc(-c2ccnc(NCCCNS(=O)(=O)c3cccc(F)c3)c2)c(-c2ccccc2)n1 | 98 | 87 | 101 | 61 | 96 | 37 | 75 | 88
CC[C@@H](C)OC(=O)c1nn(C(C)=O)c2ccccc12 | 114 | 101 | 107 | 94 | 109 | 96 | 99 | 106
CS(=O)CCCCCN=C=S (configuration not stated) | 6.9* | -6.9* | 6.7* | 12 | -11* | -39* | -8.1* | 12
Cc1cc(N2CCN(C)CC2)nc(NC2CCCC(Nc3ccnc4cc(Cl)ccc34)C2)n1 (configuration not stated) | -76* | -74* | -67* | · | -83* | -82* | -91* | -19*
C=C(C)[C@@H]1CC[C@]2(C(=O)O)CC[C@]3(C)[C@H](CC[C@@H]4[C@@]5(C)C[C@@H](CC#Cc6ccc(F)cc6)[C@H](O)C(C)(C)[C@@H]5CC[C@]43C)[C@@H]12 | 95 | 49 | 80 | 64 | 91 | 56 | 65 | 78
O=C(Nc1ccccc1)N1CCN(C(=O)Nc2ccccc2)CC1 | 112 | 106 | 95 | 105 | 101 | 95 | 115 | 113
OC(c1ccccc1)(c1ccccc1)C1CCN(c2ccc3nnc(Cl)n3n2)CC1 | 52 | 73 | 31 | -85* | 27 | 38 | 55 | 71
c1nc(N2CCCCC2)c2[nH]cnc2n1 | 107 | 96 | 100 | 105 | 96 | 93 | 99 | 107
CCCCN(CCCC)CC(O)c1cccc2cc(Cl)ccc12 (configuration not stated) | 95 | 105 | 95 | 73 | 115 | 61 | 82 | 22
COc1ccc2c(c1)C(=O)/C(=C/c1ccc([N+](=O)[O-])o1)O2 | -71* | -86* | -69* | -91* | -78* | -77* | -89* | 18
Cc1ccc(-c2nc3ccccc3s2)c(=O)n1NS(=O)(=O)c1ccccc1 | 106 | 101 | 99 | 98 | 96 | 100 | 92 | 96
S=C(NCN1CCCCC1)NCN1CCCCC1 | 110 | 93 | 92 | 100 | 102 | 99 | 93 | 90
C/C(=N\NC(=S)N1CC2CCC(CC2)C1)c1ccccn1 | 38 | 6.0* | 14 | -68* | -1.7* | 4.0* | -37* | 16
CN(C)CCn1c2ccccc2c2nc3cc(C(F)(F)F)ccc3nc21 | 44 | 45 | 56 | 28 | 26 | · | 45 | 66
CNC(=O)c1[nH]c(C)c2c1CCCCC2=O | · | · | 105 | 56 | 108 | 95 | · | 100
N#CCCC1=CC(CCC#N)(CCC#N)c2ccccc21 | 105 | 134 | 113 | 109 | 114 | 99 | 111 | ·
COc1ccc2nc3cc(Cl)ccc3c(Nc3ccc(N(C)C)cc3)c2c1 | 112 | · | 97 | 100 | 106 | 89 | 98 | 109
CCOc1ccc(NC(=O)/C=C/c2ccc(OC)c(OC)c2)cc1 | 106 | 111 | 111 | 98 | 109 | 114 | 98 | 111
Cc1cc(C#Cc2ccc(C(C)(C)C)cc2)ccc1-n1c(/C=C/c2cccc(Cl)c2)nc2ccccc2c1=O | 120 | 120 | 134 | 104 | 95 | 78 | 101 | ·
COc1ccc(Nc2nc(-c3cccnc3)nc3sc4c(c23)CCCCCC4)cc1 | 104 | 100 | 111 | 91 | 140 | 72 | 68 | 102
O=C(c1ccccc1Cl)C(Nc1ccccc1)c1ccccc1Cl (configuration not stated) | 105 | 106 | 77 | 88 | 100 | 89 | 78 | 109
O=C(C[n+]1ccccc1)c1ccc2ccccc2c1 | · | 93 | 112 | 102 | 92 | 100 | 96 | ·
CC1=CCC(OC(=O)C(C)(O)CCC(O)(C(=O)OC2CC(O)(C(C)C)CCC2(C)O)C(C)C)(C(C)C)CC1 (configuration not stated) | 96 | 118 | 108 | 97 | 101 | 98 | 96 | 106
CC(C)(C)c1ccc(OC2CCO2)cc1 (configuration not stated) | 107 | 111 | 116 | 101 | 95 | 93 | 108 | 104
O=C1C=CC(=O)N1Cc1ccccc1 | 98 | 96 | 110 | 100 | 96 | 100 | 100 | 91
O=c1c2cnn(-c3ccccc3)c2n2c(-c3ccc(Cl)cc3)nnc2n1-c1ccccc1 | 106 | · | 99 | 100 | 103 | 93 | 98 | 102
COc1cc(/C=C/c2c(-c3ccc(Cl)cc3)nc3sc(-c4ccccc4)c(-c4ccccc4)n23)cc(OC)c1OC | 98 | 84 | 83 | 94 | 103 | 101 | 82 | 103
Cc1c(C(=O)C(SC(=S)N2CCOCC2)SC(=S)N2CCOCC2)nnn1-c1ccc(Cl)cc1 | 104 | 105 | 111 | 99 | 97 | 107 | 93 | 97
NC(=O)C1CCN(c2c(Cl)cncc2Cl)CC1 | 108 | 106 | 94 | 97 | 111 | 86 | 104 | 100
CC(=O)CC(c1cccs1)c1c(-c2ccccc2)[nH]c2cc(C)ccc12 (configuration not stated) | 96 | 86 | 90 | 92 | 89 | 88 | 65 | 72
O=c1[nH][nH]c(=O)c2c1[nH]c(=S)n2Cc1ccccc1 | 115 | 105 | 108 | 103 | 137 | 101 | 101 | 104
COc1ccccc1N1CCN(CCCOc2ccc(C(=O)/C=C3/C(=O)Nc4ccccc43)cc2)CC1 | 86 | 90 | 72 | -36* | 66 | 56 | 56 | 27
CCOC(=O)C1=C(C)N=C2Sc3cc(C)c(C)cc3N2[C@H]1c1ccccn1 | 111 | · | 102 | 61 | 94 | 89 | 60 | 88
O=S(=O)(NCCNc1nccc(-c2c(-c3ccc(F)cc3)nc3sccn23)n1)c1ccc(O)cc1 | 56 | 45 | · | 33 | 40 | 44 | 57 | 73
CC(=O)OC1CCCCC1c1ccccc1 (configuration not stated) | 109 | 87 | 114 | 101 | 116 | 101 | · | 111
C=C1C(=O)O[C@H]2[C@H]1CC/C(COC(=O)OCCCCO)=C\CC[C@@]1(C)O[C@@H]21 | 97 | 57 | 98 | 93 | 98 | 82 | 84 | 100
O=C1CCC(NNc2cc(F)ccc2F)N1 (configuration not stated) | 112 | 97 | 101 | 98 | 93 | 79 | 81 | 118
NCCCN1CCCN=C1C1=NCCCN1CCCN | 105 | · | 99 | 101 | 93 | 100 | 98 | 92
CCS(=O)(=O)Oc1ccc2c3c(c(=O)oc2c1)CCCCCC3 | 104 | 103 | 103 | 56 | 104 | 86 | 73 | 114
COc1ccc(-n2ncn(Cc3nc(-c4ccc(Cl)cc4)n[nH]3)c2=O)cc1 | 106 | 75 | 83 | 100 | 108 | 102 | 90 | 102
CN1CCN(c2nc3ccccc3c3c2C2CCCN(C2)C3=O)CC1 (configuration not stated) | 113 | 111 | 130 | 99 | 112 | · | 118 | 101
C=CCSc1ccc(Br)cc1 | 111 | 87 | 85 | 98 | 101 | 98 | 103 | 98
COc1ccc(Oc2nc(NC3CCCC3)nc(Sc3ccc(OC)cc3)n2)cc1 | 86 | 87 | · | 46 | 70 | 73 | 71 | 84
CC(C)(C)c1ccc(OS(=O)(=O)c2ccccc2)cc1 | 110 | 102 | · | 98 | 98 | 97 | 92 | 102
OCCc1c[nH]c2ccccc12 | 114 | 98 | 106 | 96 | 97 | 106 | 100 | 97
N#Cc1cc2ccncc2c2ccccc12 | 109 | 116 | 102 | 93 | 109 | 87 | 91 | 100
C=CC(=O)N1CCN(c2cccc(Oc3nccc(Nc4nnc(-c5ccc(Cl)cc5)s4)n3)c2)CC1 | 90 | 89 | 95 | 84 | 101 | 94 | 73 | 67
Nc1cc(=O)n(CC(=O)c2ccccc2)n1S(=O)(=O)c1ccccc1 | 111 | 107 | 101 | 101 | 107 | 55 | 93 | 101

Source: PubChem
